NR1D1 modulator – modulates human Rev-erb alpha binding to DNA; Rev-erbα–FITC-DNA binding, fluorescence polarization, 90 min; 370,000 tested, 0.79% active; activity, % at 10 µM; P20393;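 active means activity above about 14%, limit read from the data; passing the limit was not always enough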;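 further: 0% = DMSO wells with 35 nM protein and 100% = DMSO wells with 750 nM protein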
ASAP1 inh – inhibitors of human ASAP1 ArfGAP activity; Q9ULH1; ASAP1-stimulated ARF1 GTP hydrolysis, GDP FP detection; inhibition, % at 16.5 µM; 360,000 tested, 0.19% active; AID 624377; in the data active means inhibition above about 25%;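 further: 0% = vehicle with enzyme and substrate and 100% = no enzyme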
NPR2 activator – GC-B (human) receptor activation | activation, % at 10 µM | P20594 | HEK293-GC-B cells, CNP EC30, cGMP TR-FRET; 0% at EC30 CNP, 100% saturating CNP | 370,000 tested, 0.11% active;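 active means activation at 10 µM reaching about 35% in either raw or pattern-adjusted values, limit read from the data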
PG9 Ab binder – binds the HIV-1 gp120 antibody PG9; 360,000 tested, 0.43% active; TR-FRET gp120-PG9 antibody binding; inhibition, % at 6.7 µM; in the data active means inhibition above about 8.5%
rCAG RNA binder – binds r(CAG) RNA repeats. inhibition, % at 3 µM. 370,000 tested, 1.3% active. AID 651821. r(CAG) RNA repeat, TO-PRO-1 dye displacement fluorescence;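 active means inhibition above the plate cutoff, the mean of all test compounds on that plate plus 3 SD, cut at about 35% in these data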;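 further: 0% = DMSO alone and 100% = 100 µM mitoxantrone as full dye displacement; higher means more dye released from RNA so lower well fluorescence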
mABHD4 FP – inhibitors of mouse ABHD4; Q8VD66; 370,000 tested, 0.54% active; inhibition, % at 8.92 µM; purified mABHD4, FP-Rh probe fluorescence polarization;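 active means inhibition exceeding the mean over every tested compound plus 3 SD, cut at about 30% in these data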;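 further: 0% = plate median of compound wells and 100% = S159A mutant with DMSO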
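system = mouse ABHD4 enzyme, wild type | medium = HEPES pH 7.0, NaCl, Pluronic buffer | also added = FP-Rh probe | incubation = Enzyme–compound pre-incubation 45 min, then probe 60 min, both 25 °C | technique = fluorescence polarization, excitation 525 nm, emission 598 nm, BODIPY TMR filters | controls = S159A mutant high control, sample median low control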
GC-A act – GC-A (human) enzyme activation. P16066. HEK293 GC-A cells, cGMP TR-FRET, EC30 ANP; 0% at EC30 ANP, 100% saturating ANP. activation, % at 10 µM. 370,000 tested, 0.14% active. AID 1671463; in the data active means activation above about 40%
Target sequence (P16066 whole entry, looked up): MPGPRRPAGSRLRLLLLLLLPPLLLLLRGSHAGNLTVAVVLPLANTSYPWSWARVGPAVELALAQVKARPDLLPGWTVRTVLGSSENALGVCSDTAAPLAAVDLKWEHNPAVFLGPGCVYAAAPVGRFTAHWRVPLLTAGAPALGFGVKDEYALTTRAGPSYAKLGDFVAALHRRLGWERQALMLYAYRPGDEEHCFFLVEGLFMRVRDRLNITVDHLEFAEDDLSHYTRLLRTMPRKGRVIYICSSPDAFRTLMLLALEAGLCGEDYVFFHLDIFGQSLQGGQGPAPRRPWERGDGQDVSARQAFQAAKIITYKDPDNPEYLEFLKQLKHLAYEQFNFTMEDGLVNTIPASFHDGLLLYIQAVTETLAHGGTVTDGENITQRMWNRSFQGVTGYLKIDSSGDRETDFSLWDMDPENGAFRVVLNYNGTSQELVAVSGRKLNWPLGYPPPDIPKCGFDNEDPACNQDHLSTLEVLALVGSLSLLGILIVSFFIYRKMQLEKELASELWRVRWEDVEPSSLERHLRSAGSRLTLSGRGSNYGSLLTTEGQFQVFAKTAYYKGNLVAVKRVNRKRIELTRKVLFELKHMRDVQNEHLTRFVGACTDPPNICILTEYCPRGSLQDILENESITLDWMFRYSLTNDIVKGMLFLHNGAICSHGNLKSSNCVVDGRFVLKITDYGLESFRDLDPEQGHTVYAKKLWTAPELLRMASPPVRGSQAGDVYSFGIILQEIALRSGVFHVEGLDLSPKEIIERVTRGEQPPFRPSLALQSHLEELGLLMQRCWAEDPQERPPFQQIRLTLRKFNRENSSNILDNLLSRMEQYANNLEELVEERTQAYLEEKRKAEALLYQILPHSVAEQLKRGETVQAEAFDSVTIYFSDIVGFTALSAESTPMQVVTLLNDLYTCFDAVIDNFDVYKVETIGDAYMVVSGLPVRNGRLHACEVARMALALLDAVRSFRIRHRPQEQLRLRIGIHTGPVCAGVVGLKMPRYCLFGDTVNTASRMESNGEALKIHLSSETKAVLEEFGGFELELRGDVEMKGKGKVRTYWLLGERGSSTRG
ARFGAP1 inh – rat ARFGAP1 inhibition; 360,000 tested, 0.26% active; inhibition, % at 16.5 µM; Q62848; Arfgap1-stimulated ARF1 GTP hydrolysis, GDP FP detection;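 active means inhibition above a per-plate limit, mean inhibition of low control wells plus 3 SD, cut at about 25% in these data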;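 further: 0% = DMSO wells with enzyme and 100% = wells lacking Arfgap1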
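Repeats: one replicate per compound; assay system: rat Arfgap1 catalytic domain, aa 1-136; times: enzyme reaction 120 min at 25 °C after 20 min preincubation; detection: FP of antibody-bound GDP Alexa 633 tracer, ex 620/em 688 nm; benchmarks: high control wells lacking Arfgap1, low control full reaction with DMSO; reagent: human ARF1(Δ1-17)-GTP substrate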
SMARCA2 act – SMARCA2 function activation, primary screen; MG213 cells, MMTV-luciferase reporter, dexamethasone, overnight; activation, % at 9.1 µM; 370,000 tested, 1% active; in the data active means activation above about 7.8%;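 further: 0% = vehicle wells and 100% = reference activator wells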
HTRA1 inhibitor – blocks human HTRA1 serine peptidase; Q92743; recombinant HTRA1, FP-rhodamine activity-based probe, fluorescence polarization; inhibition, % at 5.96 µM; 340,000 tested, 0.5% active; AID 504803; in the data active means inhibition above about 36%;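 further: 0% = enzyme with DMSO and 100% = wells lacking enzyme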
Active calls of the source: *; x = no result given.

SMILES	NR1D1 modulator	ASAP1 inh	NPR2 activator	PG9 Ab binder	rCAG RNA binder	mABHD4 FP	GC-A act	ARFGAP1 inh	SMARCA2 act	HTRA1 inhibitor
CC(C(=O)NCC1CCCCC1)N1CCN(S(=O)(=O)c2ccccc2F)CC1 (centres undefined)	-3	-2	-1	0.6	-5	-2	4	-1	-4	4
CC(=O)N1CCC(N(CCN2CCOCC2)C(=S)Nc2ccc(C)cc2)CC1	-4	-4	0	-0.5	3	2	2	5	-2	7
O=C(NC1(C(F)(F)F)NC(=O)N(CC2CCCCC2)C1=O)c1ccco1 (centres undefined)	2	7	3	2.5	-2	5	3	10	-1	-3
Cc1cc(N2CCNC[C@@H]2C)ccc1N1C[C@@H](C)O[C@@H](C)C1	-3	-4	-1	-1.4	5	7	-4	-5	-1	x
O=C(NCCc1ccccc1)C1CCCN1S(=O)(=O)c1ccc(Cl)cc1 (centres undefined)	4	3	7	1.3	-2	-2	-2	8	-1	-3
COc1ccccc1-c1cccc(-c2nc(C(=O)Nc3nccs3)cc3c2[C@H](CCO)N(C(C)=O)C3)c1	-5	4	0	-0.1	10	-22	12	12	2	x
Cc1ccccc1OCC(O)Cn1c(SC(C)C)nc2c1c(=O)[nH]c(=O)n2C (centres undefined)	0	-10	-3	1.2	-6	2	-2	-7	-5	-6
CCCCOCCCNC(=O)c1ccccc1OCC	-3	-5	2	-3.3	-4	-3	-1	-22	7	2
CC(C)(C)NCCOc1ccc(Br)cc1	-3	-14	1	1.8	3	12	-2	3	2	8
Cc1ccc(C2CC(=O)Oc3cc(O)ccc32)cc1 (centres undefined)	0	10	10	-0.4	-3	55*	57*	2	0	30
CCOc1ccc(-n2c(=O)[nH]c3sc4c(c3c2=O)CCCC4)cc1	7	9	1	-0.1	-4	3	0	17	-1	3
COCCN(C(=S)Nc1cc(C)cc(C)c1)C(C)c1cccnc1 (centres undefined)	-3	-7	-1	-1.2	2	1	0	0	0	2
Cc1ccc(C(=O)NC(=S)N(C)C2CCCCC2)cc1	-6	2	3	-0.2	-5	-1	2	-9	1	3
CCOc1ccccc1CNC(=O)C1CCC(=O)N1C(C)C (centres undefined)	-3	3	2	1.7	-2	-5	-5	-2	-3	-4
COc1ccc(S[C@]2(C(=O)N(C)C)CC(=O)N(c3ccccc3)[C@@H]2c2ccc(OC)cc2)cc1	6	x	-14	x	0	-6	-11	x	-3	x
Cc1ccc(NC(=O)c2nc[nH]c2C(=O)N[C@@H](CCCCNC(=O)OC(C)(C)C)C(=O)OC(C)(C)C)cc1	-2	-12	-1	1.0	9	-80	-3	-10	-1	-78
COC(=O)C1=C(N)OC2=C(C(=O)CC(C)(C)C2)C1c1ccccc1OC (centres undefined)	1	-4	1	-0.3	-2	5	-10	-4	2	0
Cc1cc(C(=O)Nc2c(C)nn(Cc3ccc(Cl)cc3)c2C)no1	1	9	4	1.9	-3	7	5	-2	-3	6
CCn1c(=O)c([N+](=O)[O-])c(NCC2CCCO2)c2ccccc21 (centres undefined)	-1	-10	5	-0.8	-1	-4	4	5	3	0
O=C(/C=C(\Nc1ccc(Cl)c(C(F)(F)F)c1)c1ccccc1)c1ccccc1	-4	-2	1	-1.7	3	4	-2	7	-2	x
O=C(c1cc(Sc2cccc(Cl)c2)nc2ccccc12)N1CCN(c2ccccn2)CC1	2	1	1	0.1	2	-19	0	-6	-4	-44
O=C(NCC1CCCCC1)c1cc(S(=O)(=O)N2CCOCC2)ccc1F	-7	-9	4	0.7	3	2	2	-9	-4	6
CCc1nnc(NS(=O)(=O)c2ccc(NC(=S)NC(=O)c3ccc(Br)cc3)cc2)s1	-1	-5	-2	2.1	83*	-14	-3	-6	-2	-41
COC1=CC(=O)OC(c2ccc(C(F)(F)F)cc2)C1 (centres undefined)	-2	6	-2	-0.3	0	-1	1	-4	-6	x
COCCCNC(=O)CCc1c(C)nc2c(c(C)nn2-c2ccccc2)c1C	5	6	-1	-0.2	-6	-7	-1	2	0	-2

Structural class: the compounds so far containing a CF3 group.
SMILES	NR1D1 modulator	ASAP1 inh	NPR2 activator	PG9 Ab binder	rCAG RNA binder	mABHD4 FP	GC-A act	ARFGAP1 inh	SMARCA2 act	HTRA1 inhibitor
O=C(NC1(C(F)(F)F)NC(=O)N(CC2CCCCC2)C1=O)c1ccco1 (centres undefined)	2	7	3	2.5	-2	5	3	10	-1	-3
O=C(/C=C(\Nc1ccc(Cl)c(C(F)(F)F)c1)c1ccccc1)c1ccccc1	-4	-2	1	-1.7	3	4	-2	7	-2	x
COC1=CC(=O)OC(c2ccc(C(F)(F)F)cc2)C1 (centres undefined)	-2	6	-2	-0.3	0	-1	1	-4	-6	x

Additional entries
SMILES	NR1D1 modulator	ASAP1 inh	NPR2 activator	PG9 Ab binder	rCAG RNA binder	mABHD4 FP	GC-A act	ARFGAP1 inh	SMARCA2 act	HTRA1 inhibitor
Cc1cc(C)c2c(n1)sc1c(=O)n(-c3ccccc3)c(=O)[nH]c12	-5	-10	-4	1.0	2	-2	11	-10	-2	0
O=C(c1ccc(Cl)c(Cl)c1)N1CCC(Oc2cccnc2)CC1	4	x	-6	x	0	-1	2	x	-1	x
O=C(Nc1cnn(C23CC4CC(CC(C4)C2)C3)c1)c1cnn2c(C(F)(F)F)cc(-c3ccco3)nc12	-19	-13	-3	2.1	1	5	-1	10	-3	-2
CCN1CCN(c2nc(SC)nc3sc4c(c23)CC(C)(C)OC4)CC1	-7	6	-17	0.5	3	0	-7	17	1	-3
CSCCC(C(=O)NC1CCCC1)n1c(C2CCCC2)nc2ccccc21 (centres undefined)	7	10	-13	-1.0	5	-7	-7	0	-7	x
Cc1nnc(NC(=O)CSc2nc3c(c(=O)n2C)SC(C)C3)s1 (centres undefined)	-2	-8	-1	-0.8	3	-2	1	-3	0	0
COc1ccc(C2C(C(=O)Nc3ccc4c(c3)OCCO4)c3ccccc3C(=O)N2C)cc1 (centres undefined)	-5	-4	0	1.2	-1	2	0	-4	0	-2
c1ccc2cc(OCCCn3ccnc3)ccc2c1	2	5	3	-0.6	-7	15	3	-11	0	-14
CCOC(=O)c1c(NC(=O)CN2CCCCC2)sc(C)c1C	-3	-1	-2	0.5	-2	-1	1	-1	1	-2
COc1cc(CN=Cc2c(O)n(Cc3ccccc3)c(=S)[nH]c2=O)cc(OC)c1	2	4	-2	-3.0	-1	-4	-3	6	3	-8
CCOC(=O)N1CC(C)N(CC(O)CN2CCOCC2)CC1C (centres undefined)	3	-4	2	-0.6	2	8	-5	-1	7	9
O=C(O)C1CC(=O)N(CCc2ccc(F)cc2)C1 (centres undefined)	-2	-13	-1	-0.4	-1	-1	-2	-8	-2	5
CCOc1ccc(-n2c(C)nc3cc(C(=O)NCc4ccco4)ccc32)cc1	-4	2	-4	-0.4	-5	-2	4	0	0	3
COc1ccc(S(=O)(=O)N2CCCCCC2)cc1C(=O)NCc1ccco1	0	2	0	2.5	5	-11	-8	-4	-2	-3
O=Cc1c(-c2ccccc2)nc2ccccn12	1	-2	0	0.6	0	2	0	5	6	-1
c1ccc(OCCCCN2CCOCC2)cc1	-3	-2	6	-2.2	1	3	0	10	1	-2
COCc1cc(C)nc(SCC(=O)Nc2ccc3[nH]c(=O)[nH]c3c2)c1C#N	4	3	3	1.9	2	3	-3	-1	-2	7
CCOC(=O)C1(CCCc2ccccc2)CCN(Cc2cn(CC)nc2C)CC1	-3	7	0	-1.1	-10	-1	-7	7	-3	-4
COc1ccc(-c2nc3cc([N+](=O)[O-])ccc3o2)cc1OC	4	4	-3	2.9	-1	-2	1	-8	0	2
C=CCN(c1ccccc1)S(=O)(=O)c1cccc(C(=O)N2CCN(c3ncccn3)CC2)c1	-2	-5	3	0.4	-1	4	0	8	1	-9
COc1ccc(OC)c(CNC(=O)Cc2c(C(=O)O)[nH]c3ccc(Cl)cc23)c1	-8	-14	3	-0.2	26	0	-1	9	-1	-4
O=C(Cc1ccc([N+](=O)[O-])cc1)NNC(=O)c1ccc2c(c1)OCO2	6	-12	4	1.0	-3	0	0	17	-2	7
COC(=O)COc1ccc(-c2nn(C)c(=O)c3ccccc23)cc1	1	-9	0	0.2	3	-3	-2	-3	-4	3
O=c1oc2c(-c3ccc([N+](=O)[O-])cc3)cc(O)cc2s1	-3	-1	0	0.6	40*	61*	7	-12	-3	24
CC(C)[C@H](NC(N)=O)C(=O)Nc1ccc(OCc2ccccc2)cc1	-6	-3	0	1.6	-1	-2	4	-12	3	-1

Records listed so far marked active in GC-A act:
mol | NR1D1 modulator | ASAP1 inh | NPR2 activator | PG9 Ab binder | mABHD4 FP | GC-A act | ARFGAP1 inh | SMARCA2 act | HTRA1 inhibitor
Cc1ccc(C2CC(=O)Oc3cc(O)ccc32)cc1 (centres undefined) | 0 | 10 | 10 | -0.4 | 55* | 57* | 2 | 0 | 30

Additional records follow:
SMILES	NR1D1 modulator	ASAP1 inh	NPR2 activator	PG9 Ab binder	rCAG RNA binder	mABHD4 FP	GC-A act	ARFGAP1 inh	SMARCA2 act	HTRA1 inhibitor
CCCC(=O)Nc1nnc(SCC(=O)NC2CC2)s1	-4	3	6	0.4	3	-2	2	-1	-3	2
O=C1N[C@@H](Cc2ccccc2)[C@@H](c2ccco2)O1	-5	-12	1	-0.6	5	3	-3	4	0	-6
CN(CCCNC(=O)CCc1cn(C)c2ccccc12)C1CCCCC1	1	-9	-3	-0.2	-2	8	-3	0	-4	4
Cc1ccc([N+](=O)[O-])cc1NC1OC(CO)C(O)C1O (centres undefined)	1	-2	2	-0.1	1	1	0	3	-3	-2
O=C(/C=C/c1ccccc1)Nc1cc(NC(=O)/C=C/c2ccccc2)cc(C(=O)O)c1	2	5	-1	-5.2	75*	-139	4	8	-1	-131
CCOc1cc(/C=N/NC(=S)Nc2ccccc2C(F)(F)F)ccc1OCC(=O)N1CCOCC1	0	11	0	-4.8	3	-4	9	0	2	-7
CN1CCN(C(=O)C2CCN(S(=O)(=O)c3ccc4c(c3)oc(=O)n4C)CC2)CC1	-2	15	7	-1.3	19	5	3	7	-1	0
Cc1ccc(-c2cc(C(=O)N3CCN(C(=O)c4ccco4)CC3)no2)cc1	-7	-16	-1	0.0	-4	5	6	-7	0	-5
Cc1ccc(-c2nc(SCC(=O)NCC3CCCO3)c(-c3ccccc3)[nH]2)cc1 (centres undefined)	-1	6	-8	-1.2	4	4	-1	-10	-2	-14
O=C(Nc1nc(-c2ccccc2)cs1)C1CCCCN1S(=O)(=O)c1ccccc1 (centres undefined)	0	1	6	-2.8	1	-19	6	-6	-3	-38
COc1ccc2ccccc2c1/C=N/NC(=O)c1cccc(Br)c1	2	4	-8	0.0	17	-3	-4	4	0	-42
Cc1ccc2cc(NC(=O)c3cccc(F)c3)ccc2n1	-1	-3	-3	0.2	11	-4	3	-3	8.1*	0
COC(=O)C1=C(C)N(c2ccc(Cl)cc2)/C(=C/c2cccs2)C1=O	2	-3	-1	-1.7	0	-5	-1	0	0	-1
O=C(N/N=C/c1ccccc1[N+](=O)[O-])C(=O)N1CCCC1	-3	-1	-2	-2.4	-3	4	1	-7	4	-4
Cc1ccc(CCNC(=O)C2CC(c3ccccc3C(F)(F)F)=NO2)cc1 (centres undefined)	-7	3	-9	2.0	-5	-3	0	16	1	-7
CC(=O)CC1=NC(C)(C)Cc2ccccc21	-3	4	4	-1.1	-6	2	2	6	3	3
O=C(NCCCc1ccccc1)OC1CC2CC1[C@H]1CCCCN1[C@H]2Cc1ccccc1 (some centres undefined)	-2	x	3	x	2	0	0	x	0	x
